Assay outcomes (PubChem BioAssay)
FBPA coupling cs = qHTS Assay for Inhibitors of Fructose-1,6-bisphosphate Aldolase from Giardia Lamblia: Coupling assay counterscreen; coupling enzyme system counterscreen, AmpLite Red fluorescence; activity change, negative = inhibition, % at 58.2 µM, hits read low; actives 0.67% (n = 290,000); AID 2472, 2010; in the data active = activity change below about -30%; note: % is set by controls: 0 for no effect and ±100 for the full control effect
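Coupling enzymes only (glyceraldehyde-3-phosphate) + compound, at 57.5 uM final, 10 min RT; add substrate/coupling/AmpLite Red mix, 20 min RT; fluorescence ex 525/em 598 nm. Actives flag coupling-system interference.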
BCR signal inh = qHTS Assay to Find Inhibitors of Chronic Active B-Cell Receptor Signaling; ABC-DLBCL IkBa-CBG/CBR reporter, luminescence ratio, 4 h; Potency, µM (titrated, usually from 46.1 µM), inactives show top-dose ratio change, negative = lower green/red ratio, most hits filed as inhibitors; actives 0.05% (n = 340,000); AID 493014, 2011; active = well fitted inhibition curve with a large enough effect in the signal ratio, with a control signal flat, not every such curve was filed as active; inconclusive = small, poorly fitted or top-dose-only effect, or effect the other way, or a change in a side signal; the % refers to the signal ratio;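 note: potency is the fitted concentration of half-maximal effect; plate controls were basal doxycycline-induced cells for no effect and cells given 10 µM MG132 for full effect; MG132 reads +100%, hits lower the ratio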
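TMD8 ABC-DLBCL cells carrying doxycycline-inducible green luciferase fused to IkappaBalpha plus unfused red luciferase were exposed to compounds (up to 46 uM) for 4 hrs at 37C. Activity came from the overlap-corrected green/red luminescence ratio.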
GALK inh = qHTS Assay for Inhibitors of Human Galactokinase (GALK). Potency, µM (highest dose often 57.5 µM), for the others: at the highest dose activity change, negative = inhibition, hits mostly inhibitors. actives 0.007% (n = 270,000). Purified GALK, Kinase-Glo residual ATP luminescence. P51570; note: potency is the fitted concentration of half-maximal effect; % is set by controls: 0 for no effect and ±100 for the full control effect
Target sequence (P51570 whole entry, looked up): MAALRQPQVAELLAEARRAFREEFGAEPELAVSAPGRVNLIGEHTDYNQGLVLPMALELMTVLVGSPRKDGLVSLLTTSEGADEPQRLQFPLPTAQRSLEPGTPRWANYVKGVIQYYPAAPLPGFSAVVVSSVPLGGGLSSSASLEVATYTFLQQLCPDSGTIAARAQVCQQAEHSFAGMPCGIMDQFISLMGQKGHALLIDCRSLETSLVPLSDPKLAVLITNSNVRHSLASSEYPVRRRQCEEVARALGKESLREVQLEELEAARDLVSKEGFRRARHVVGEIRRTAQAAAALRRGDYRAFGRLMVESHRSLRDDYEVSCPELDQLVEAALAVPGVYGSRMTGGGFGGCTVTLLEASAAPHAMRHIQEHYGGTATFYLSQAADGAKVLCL
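5 nM enzyme, 35 uM ATP, 100 uM galactose, 20 mM HEPES pH8.0, 5 mM MgCl2; 1 h RT; residual ATP by Kinase-Glo Plus luminescence, qHTS format.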
Menin MLL FP TR = qHTS Assay for Inhibitors Targeting the Menin-MLL Interaction in MLL Related Leukemias: Competition With Texas Red Labeled MLL-derived Mutant Peptide | actives 0.23% (n = 270,000) | O00255 | Potency, µM (top dose mostly 61.6 µM), without a hit: top-dose FP activity change, negative = inhibition, actives largely listed as inhibitors | Menin + Texas Red MLL mutant peptide, fluorescence polarization; active = well fitted inhibition curve with a large enough effect in the polarisation, with a control signal flat, not every such curve was filed as active; inconclusive = small, poorly fitted or top-dose-only effect, or effect the other way, or a change in a side signal; inactive = no such curve, though single readings can be large or run the other way; the % refers to the polarisation; note: potency is the fitted concentration of half-maximal effect; % of control where 0% means no effect; many of its hits are not listed in these tables
Target sequence (O00255 whole entry, looked up): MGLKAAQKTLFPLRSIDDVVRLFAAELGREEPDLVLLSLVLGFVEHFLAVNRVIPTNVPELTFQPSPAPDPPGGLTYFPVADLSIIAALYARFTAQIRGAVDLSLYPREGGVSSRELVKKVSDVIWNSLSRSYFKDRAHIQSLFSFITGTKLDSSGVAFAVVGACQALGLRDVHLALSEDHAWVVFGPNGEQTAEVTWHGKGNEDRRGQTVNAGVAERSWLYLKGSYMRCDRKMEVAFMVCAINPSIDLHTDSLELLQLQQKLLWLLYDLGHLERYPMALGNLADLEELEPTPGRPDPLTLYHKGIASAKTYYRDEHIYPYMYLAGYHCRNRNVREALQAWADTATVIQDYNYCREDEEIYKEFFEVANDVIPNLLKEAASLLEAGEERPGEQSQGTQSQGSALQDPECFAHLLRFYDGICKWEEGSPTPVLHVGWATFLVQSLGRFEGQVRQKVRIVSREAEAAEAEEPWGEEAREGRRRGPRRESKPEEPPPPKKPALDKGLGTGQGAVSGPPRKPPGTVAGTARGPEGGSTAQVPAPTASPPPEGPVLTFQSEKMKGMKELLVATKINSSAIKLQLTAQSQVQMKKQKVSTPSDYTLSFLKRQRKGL
Integrin act MD = qHTS for Activators of Integrin-Mediated Alleviation for Muscular Dystrophy. alpha7betagal myoblasts, beta-gal FDG fluorescence, 48 h. Potency, µM (top dose mostly 38.3 µM), inactives show top-dose activation, most hits filed as activators. actives 0.064% (n = 350,000). AID 624291, 2012;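 note: potency is the fitted concentration of half-maximal effect; 100% = response of the positive control SU9516; nearly all actives have a fitted effect of over 60% in size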
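alpha7betagal+/- myoblasts (passage 13, 250/well) treated 48 h at 37C with compounds at 1:260 dilution of DMSO stock. Lysed, then beta-galactosidase activity read as FDG fluorescence (ex 480/em 540) after 30 min, with pre-read for autofluorescence.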
PKM2 activator = qHTS Assay for Activators of Human Muscle isoform 2 Pyruvate Kinase. purified PKM2, Kinase-Glo ATP luminescence, activation; response scale: 0% is enzyme alone, no compound. Pyruvate kinase PKM (Homo sapiens), P14618. AID 1631, 2009. Potency, µM (highest dose often 57.5 µM), inactives show top-dose activation, actives largely listed as activators. actives 0.34% (n = 260,000); note: potency is the fitted concentration of half-maximal effect; % is set by controls: 0 for no effect and ±100 for the full control effect; nearly all actives have a fitted effect of over 55% in size
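Kinase-Glo luminescence reports ATP generated from ADP (0.1 mM) and PEP (0.5 mM) by purified hPK-M2 after 1 h at room temperature, pH 7.2 imidazole buffer; intermediate enzyme activity allows detecting inhibitors and activators.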
PTAP TSG101 blk = qHTS Assay for Iinhibitors of HIV-1 Budding by Blocking the Interaction of PTAP/TSG101; Potency, µM (series often up to 115 µM), without a hit: at the highest dose activity change, negative = inhibition, most hits filed as inhibitors; Tumor susceptibility gene 101 protein (Homo sapiens), Q99816; 340,000 tested, under 10 active; Fluorescence polarization, FITC-PTAP peptide / Tsg101 binding; active = well fitted inhibition curve with a large enough effect in the main read-out, with a control signal flat, not every such curve was filed as active; inconclusive = small, poorly fitted or top-dose-only effect, or effect the other way, or a change in a side signal; inactive = no such curve, though single readings can be large or run the other way; note: potency is the fitted concentration of half-maximal effect; % of control where 0% means no effect
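Fluorescence polarization binding of Tsg101 binding domain (10 uM final) to FITC-labeled PTAP peptide (50 nM final) in HEPES pH 7.5 buffer with NaCl, Tween 20, EDTA, TCEP. Compounds added before peptide; binding 20 min at RT.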
Tb PFK block = qHTS Assay to Find Inhibitors of T. brucei phosphofructokinase. ATP-dependent 6-phosphofructokinase (Trypanosoma brucei brucei), O15648. T. brucei PFK, ADP-Glo luminescence. Potency, µM (series often up to 57.5 µM), without a hit: at the highest dose activity, negative = inhibition, hits mostly inhibitors. actives 0.17% (n = 330,000). AID 485367, 2010;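 note: potency is the fitted concentration of half-maximal effect; 0% = uninhibited 1x PFK enzyme wells and -100% = no-enzyme wells; nearly all actives have a fitted effect of over 60% in size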
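Luminescent ADP detection (ADP-Glo, two-step: ATP depletion then ADP-to-ATP conversion for luciferase) reported PFK activity after 45 min room-temperature reaction of 1.25 nM enzyme with 0.5 mM F6P and 0.1 mM ATP at pH 8.0.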
ASM inhibitor = Inhibitors of Secretory Acid Sphingomyelinase (S-ASM): qHTS; AID 504937, 2011; actives 0.006% (n = 340,000); Sphingomyelin phosphodiesterase (Homo sapiens), P17405; placental ASM, HMU-PC fluorogenic substrate, 60 min; Potency, µM (top dose mostly 57.5 µM), inactives show top-dose activity change, negative = inhibition, hits mostly inhibitors; note: potency is the fitted concentration of half-maximal effect
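Fluorogenic HMU-PC substrate (9 uM final) is turned over by placental ASM in 60 min at 37 C after a 10 min compound preincubation. Reaction ended by alkaline stop (pH 10), with fluorescence read at 386/447 nm.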
Giardia kill = Small Molecules that selectively kill Giardia lamblia: qHTS; Giardia lamblia trophozoite viability; activity change, % at 7.66 µM, hits read low; AID 540267, 2011; actives 0.15% (n = 340,000); in the data active = activity change below about -80%; inconclusive = between about -30% and that limit;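 note: parasites exposed to compound for two days anaerobically before the ATP read; % is set by controls: 0 for no effect and ±100 for the full control effect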
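Giardia lamblia trophozoites (100 cells/well) were incubated with compounds for 48 h at 37 deg C under anaerobic conditions. Viability was read as ATP content by one-step luminescence after 15-30 min at room temperature.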
B2AR arrestin = qHTS assay of beta-arrestin-biased ligands of beta2-adrenergic receptor | beta-arrestin recruitment to beta2AR, cell-based reporter | AID 492947, 2010 | Beta-2 adrenergic receptor (Homo sapiens), P07550 | actives 0.02% (n = 330,000) | Potency, µM (titrated, usually from 46.1 µM), without a hit: at the highest dose activation, actives largely listed as activators;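 note: potency is the fitted concentration of half-maximal effect; 0% = DMSO controls and full agonism = EC100 isoproterenol or metaproterenol; nearly all actives have a fitted effect of over 65% in size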
Active calls of the source: *; ? = inconclusive; / = not tested or not shown; [ ] = remark or other dose. Unless noted, calls come from the whole dose curve; as a rule, active = well fitted curve in the direction sought with a large enough effect; inconclusive = small, poorly fitted or top-dose-only effect, or another doubt; inactive = no such curve, though single readings can be large; an effect the other way counts as inactive or inconclusive. Some of the compounds tested (hit frequency here may not be typical).

#	Structure	FBPA coupling cs	BCR signal inh	GALK inh	Menin MLL FP TR	Integrin act MD	PKM2 activator	PTAP TSG101 blk	Tb PFK block	ASM inhibitor	Giardia kill	B2AR arrestin
1	CC(C)C(C)(C#N)NC(=O)CSc1nc2scc(-c3ccccc3)c2c(=O)[nH]1 (stereo not drawn)	12	2%	1%	8%	25%	-7%	-1%	-2%	-1%	8	-0.5%
2	CC(C)(C)CN1C(N)=NC[C@@H]1Cc1ccc(O)cc1	2	-2%	-1%	/	6%	3%	0%	-1%	3%	-18	-0.4%
3	CN(C)S(=O)(=O)c1ccc(NC(=S)NC(=O)Cc2ccccc2)cc1	-2	?	-2%	-24%	14%	-7%	5%	2%	-3%	-13	-0.1%
4	CC1CCCCC1NC(=O)CSc1nnc(CN2CCOCC2)n1C (stereo not drawn)	-1	1%	-2%	-4%	15%	-3%	0%	-1%	-1%	-2	-0.1%
5	CCOC(=O)C1CCN(C(=O)Cn2ncc3c([nH]c4ccccc43)c2=O)CC1	0	-13%	8%	-15%	-1%	/	-1%	0%	6%	18	-0.1%
6	Nc1nn2cc(-c3ccc(Br)cc3)nc2c2ccccc12	0	?	-3%	/	-14%	-8%	3%	?	196%[activator]	-24	-0.6%
7	COC(=O)c1c(C(=O)OC)c2cc(C)ccn2c1Cl	1	0%	10%	19%	17%	-1%	-3%	2%	128%[activator]	-6	-1.0%
8	CC1(C)CC(=O)C=C(Nc2ccc(F)c(Cl)c2)C1	-3	-1%	2%	?	-5%	/	-5%	-24%	1%	7	0.7%
9	c1ccc(-c2oc3ncnc(N4CCOCC4)c3c2-c2ccccc2)cc1	0	?	-2%	-24%	/	-2%	/	-1%	/	/	0.0%
10	COc1ccc2cc(S(=O)(=O)N3CCCCC3)ccc2c1S(=O)(=O)N1CCCCC1	0	?	0%	1%	-2%	-4%	-2%	0%	-2%	-2	-0.4%
11	CCCOc1ccccc1C1CC(=O)Nc2cc3c(cc21)OCCO3 (stereo not drawn)	-2	?	1%	-12%	-23%	-1%	-8%	0%	6%	4	2.7%
12	COc1ccc(NC(=O)CSc2nnc(CCC(=O)O)c(=O)n2N)cc1	0	1%	0%	-7%	12%	-1%	-2%	-4%	7%	8	-0.3%
13	COc1cccc(NC(=O)CN(C)C(=O)CC2CC3CCC2C3)c1 (stereo not drawn)	/	-26%	/	/	18%	/	-9%	-3%	0%	-8	-0.4%
14	O=S(=O)(c1ccc(NC(=S)NC2CCCC2)cc1)N1CCCC1	-1	-14%	0%	30%	5%	1%	2%	-7%	-6%	-1	-0.4%
15	O=C(NCc1ccncc1)c1cc(C(=O)C2CC2)c[nH]1	-3	1%	4%	-12%	?	-3%	-2%	-5%	1%	-1	0.0%
16	CCCN1Cc2cccc(C(=O)Nc3ccc4c(c3)OCCO4)c2C1=O	-1	9%	0%	10%[11.7 µM]	8%	1%	-4%	0%	5%	1	0.1%
17	O=C(COC(=O)c1ccncc1)Nc1cc(Cl)c(Cl)cc1Cl	2	-8%	1%	?	/	-10%	/	-9%	/	/	-0.2%
18	CCOC(=O)N1CCN(CC(O)c2ccc3cc[nH]c3c2)CC1 (stereo not drawn)	5	2%	2%	10%[11.7 µM]	-4%	-3%	-6%	1%	8%	-14	-0.5%
19	COC1CCCN(Cc2c(C(=O)N3CCN(C4CCCCC4)CC3)nc3ccccn23)C1 (stereo not drawn)	/	-3%	0%	/	-19%	-3%	-7%	-9%	10%	7	-0.2%
20	COc1ccc2oc(=Nc3ccccc3)c(-c3nc4ccccc4[nH]3)cc2c1	1	?	-8%	5%	22%	0%	-7%	13%	33%[activator]	?	-0.3%
21	C/C(=N/Nc1nc(C)cc(C)n1)c1ccc(Br)cc1	2	8%	6%	-13%	1%	2%	-5%	2%	-4%	7	0.0%
22	Cc1nnc(SCC(=O)N2CCCC2)n(N)c1=O	0	8%	7%	7%	-21%	-13%	0%	-1%	-1%	6	-0.2%
23	O=C(c1cc(-c2ccco2)on1)N1CCc2ccccc2C1	-2	-3%	1%	?	34%	?	-2%	-25%	-2%	26	-1.0%
24	COc1cc(NC(=S)NCCc2ccccc2)c(OC)cc1NC(=O)CC(C)C	1	-2%	3%	-14%	2%	-1%	-2%	-2%	-22%	15	-0.3%
25	C=C(C)[C@H]1CC=C(C)C(=O)C1	4	-6%	/	17%[24.8 µM]	/	/	2%	-8%	0%	8	0.1%

Overlap with the part before: four entries, followed by the next part.
#	Structure	FBPA coupling cs	BCR signal inh	GALK inh	Menin MLL FP TR	Integrin act MD	PKM2 activator	PTAP TSG101 blk	Tb PFK block	ASM inhibitor	Giardia kill	B2AR arrestin
22	Cc1nnc(SCC(=O)N2CCCC2)n(N)c1=O	0	8%	7%	7%	-21%	-13%	0%	-1%	-1%	6	-0.2%
23	O=C(c1cc(-c2ccco2)on1)N1CCc2ccccc2C1	-2	-3%	1%	?	34%	?	-2%	-25%	-2%	26	-1.0%
24	COc1cc(NC(=S)NCCc2ccccc2)c(OC)cc1NC(=O)CC(C)C	1	-2%	3%	-14%	2%	-1%	-2%	-2%	-22%	15	-0.3%
25	C=C(C)[C@H]1CC=C(C)C(=O)C1	4	-6%	/	17%[24.8 µM]	/	/	2%	-8%	0%	8	0.1%
26	CNc1nc(N(C)C)nc(N(C)C)n1	1	-11%	-2%	-5%	/	14%	-4%	0%	4%	16	-0.9%
27	O=C(O)c1ncn(Cc2ccccc2)c1C(=O)O	1	0%	5%	3%	-16%[7.66 µM]	?	-5%	-4%	2%	-3	0.0%
28	O=S(=O)(NCCOc1ccccc1F)c1cccc(Br)c1	/	5%	/	/	-6%	/	-7%	0%	-1%	20	-0.8%
29	Cc1ccc2cccnc2c1N	-6	-15%	8%	4%	2%	-4%	-3%	0%	3%	1	-0.2%
30	CCc1ccc(CN2CCN(S(=O)(=O)Cc3ccccc3)CC2)cc1	5	-1%	1%	-17%	14%	-4%	-5%	-3%	7%	-9	-0.3%
31	CCOC(=O)c1sc(-c2cccs2)nc1C	1	10%	4%	-9%	7%	-4%	0%	-1%	26%	-24	0.3%
32	NC(=O)c1cc2cc(Cl)ccc2oc1=O	0	9%	-3%	3%	7%	4%	-8%	1%	6%	8	0.3%
33	O=[N+]([O-])c1ccc(N/N=C/c2cccc(O)c2O)c(S(=O)(=O)N2CCOCC2)c1	-10	-3%	10%	?	-30%	0%	1%	-2%	-14%	?	0.2%
34	C=CCn1cccc(C(=O)Nc2ccc(SC)cc2)c1=O	2	?	/	32%[activator]	18%	/	-1%	2%	-1%	-14	0.2%
35	N#Cc1cc(Oc2ccc3ccccc3c2)c(-n2nnc3ccccc32)cc1C#N	-1	-11%	5%	0%	-12%	7%	0%	-1%	-5%	15	-0.5%
36	CCOc1ccc(NC(=O)CCN2CCN(c3ccccc3OC)CC2)cc1	3	-7%	1%	-8%	4%	3%	-1%	-3%	2%	20	-0.4%
37	CCCCCSc1nnc(-c2ccccc2N)c(=O)[nH]1	7	?	2%	-3%	-12%	-1%	0%	-1%	-3%	16	-1.4%
38	O=c1c2c(nc3n1CCCCC3)sc1c(O)cccc12	4	0%	-1%	37%[activator]	29%	-4%	-5%	-11%	-2%	-18	0.0%
